ERK EGF inh = inhibitors of EGF-stimulated ERK signaling pathway. HEK293-V1b, EGF-stimulated phospho-ERK AlphaScreen. Potency, µM (titrated, usually from 11.5 µM), for inactives: at the top dose activity change, negative = inhibition, usual class: inhibitors. actives 0.41% (n = 130,000); active means well fitted inhibition curve with a large enough effect; inconclusive means small, poorly fitted or top-dose-only effect, or effect the other way;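 further: plate controls were stimulated vehicle wells for no effect and unstimulated vehicle basal for full effect; nearly all actives have a fitted effect of over 55% in size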
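V1b-HEK293, 1% FBS o/n; cpd 30 min 37C; EGF 25 nM final, 5 min; lyse 10 min; AlphaScreen beads 5 h RT. Normalized DMSO basal vs EGF max; Hill AC50.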
An asterisk follows results filed as active; ? = inconclusive; & = joins results of further samples; [ ] = remark or other dose. Potency means the concentration at half of the fitted maximal effect. Only part of the results is shown; the hit share may differ from the screen's.

SMILES	ERK EGF inh
N#CC1=C2N=C(N)c3ccccc3N2C2=C(C(=O)CCC2)C1c1cccc(Cl)c1 (stereo not drawn)	-4%
O=C(/C=C/c1ccccc1)NCCc1ccc2c(c1)OCCO2	4%
Cc1cc(C2=NNC(=NCCc3ccccc3)SC2)c(C)n1CC1CCCO1 (stereo not drawn)	5%
O=C(COC(=O)/C=C/c1cn(-c2ccccc2)nc1-c1ccc2c(c1)OCCO2)NC1CCS(=O)(=O)C1 (stereo not drawn)	3%[57.5 µM]
O=S(=O)(Nc1ncnc2scc(-c3ccc(F)cc3)c12)c1cc(F)ccc1F	-9%[57.5 µM]
CCOC(=O)c1ccc(NC(=O)CSc2nc3ncccc3[nH]2)cc1	-3%
COc1ccc(C(=O)Nc2c(Cl)cc(Cl)cc2C(=O)N2CCOCC2)cc1	3%
Cc1ccc(N=Cc2c(O)ccc3ccccc23)cc1F	4%
Cc1nnc(SCc2ccc([N+](=O)[O-])cc2)[nH]c1=O	-10%
NNC(=O)c1oc2nc(-c3ccco3)cc(-c3ccco3)c2c1N	?
CCOC(=O)C1CN(S(=O)(=O)c2ccc(Cl)cc2)c2cc(S(=O)(=O)CC)ccc2O1 (stereo not drawn)	6%
CNC(=S)N1CCc2ccccc2C1	-2%
c1coc(C2OCC3(CO2)COC(c2ccco2)OC3)c1 (stereo not drawn)	-4%[57.5 µM]
S=c1[nH]cc(-c2ccc(Cl)cc2)n1-c1ccccc1	1%
CCOC(=O)c1ccc(NC(=O)CN2C(=O)CSCC2=O)cc1	3%
Cc1ccc(CNc2ccc3c(c2)ncn3C(C)(C)C)cc1	-3%
CC(=O)c1ccc(S(=O)(=O)Nc2ccc(-c3cn4c(n3)SCC4)cc2)cc1	0%
CCNC(=O)C1CCCN(c2nc(C)cc(C)n2)C1 (stereo not drawn)	6%
COc1c(CO)cc(CO)cc(CO)c1=O	-7%
CN(CC(=O)Nc1ccc(N2CCOCC2)cc1)CC(=O)Nc1ccc(C(F)(F)F)cc1	5%
Cn1c(=O)c([N+](=O)[O-])c(NCCc2ccccc2)c2ccccc21	-2%
O=C(Nc1ccc(N2CCOCC2)cc1)Nc1ccc2nsnc2c1	-2%
COc1ccc(NC(=O)CSc2nnc(-c3ccccc3)n2N)cc1	4%
N[C@@H](Cc1cc(-c2ccc(Cl)cc2Cl)cc(CP(=O)(O)O)c1O)C(=O)O	11%
COc1ccc(-n2c(C)nn(CC3CC3)c2=O)cc1	5%

A run of entries taken from the entries so far:
SMILES	ERK EGF inh
N#CC1=C2N=C(N)c3ccccc3N2C2=C(C(=O)CCC2)C1c1cccc(Cl)c1 (stereo not drawn)	-4%
O=C(/C=C/c1ccccc1)NCCc1ccc2c(c1)OCCO2	4%
Cc1cc(C2=NNC(=NCCc3ccccc3)SC2)c(C)n1CC1CCCO1 (stereo not drawn)	5%

Remaining list, next part.
SMILES	ERK EGF inh
CN(C(=O)CC(=O)Nc1ccc(Cl)c(Cl)c1)c1ccccc1	-4%
C[C@H](N)c1nnc(SCC(N)=O)o1	11%[57.5 µM]
N=C1C(c2nc3ccccc3s2)=C(O)CN1NC(=O)c1ccc([N+](=O)[O-])cc1	-4%
CCCCN(CC)S(=O)(=O)c1c(C)[nH]c(=O)[nH]c1=O	-2%
O=C(c1cc(COc2ccc(F)cc2Cl)on1)N(Cc1ccncc1)CC1CCCO1 (stereo not drawn)	6%[57.5 µM]
Cc1ccc(S(=O)(=O)N2CCOCC2)cc1C(=O)Nc1ccc(C(N)=O)cc1	4%[57.5 µM]
Cc1nnc2ccc(-c3ccc(NS(C)(=O)=O)cc3)nn12	1%
Cc1cccc(Cn2c(=O)n(CCCC(=O)NCc3ccco3)c(=O)c3ccccc32)c1	4%
CC(=O)Nc1ccc(-c2csc(Nc3ccccn3)n2)cc1	?
CCNc1ccc(C(=O)Nc2ccc3nc(C)sc3c2)cc1[N+](=O)[O-]	4%
COc1ccc(NS(=O)(=O)c2ccc3c(c2)CCO3)cc1	6%[57.5 µM]
CC(=O)O[C@]1(C(C)=O)CC[C@H]2[C@@H]3C[C@H](C)C4=CC(=O)CC[C@]4(C)[C@H]3CC[C@@]21C	-5%[57.5 µM]
C/C(CC(=O)Nc1cc(C)ccn1)=N\NC(=O)c1ccc(C)cc1	-2%
CC1=NN(c2ccc(C(F)(F)F)cn2)C(=O)C1	-5%
C=CCNC(=O)c1cc2cccc(OC)c2oc1=O	-2%
COc1cc(C(=O)OCC(=O)NC2CCS(=O)(=O)C2)ccc1OCc1c(C)noc1C (stereo not drawn)	6%
Cc1cnc(NC(=O)C(C)N2CCN(C)CC2)s1 (stereo not drawn)	1%
CC(C)CNC(=O)CC(c1ccccc1)c1ccccc1	2%
COc1cccc(Oc2c(C)oc3c(CN4CCCC4)c(O)ccc3c2=O)c1	-3%[57.5 µM]
NC(=O)c1ccc(N2CCOCC2)nc1	-1%
O=C(Nc1cccnc1Cl)c1cccc(F)c1	-19%
Cc1cc(C)n(CCC(=O)Nc2cccc(F)c2)n1	4%
CC(=O)N1CC=CC1(C)C(=O)O (stereo not drawn)	4%&-5%
COc1ccccc1NC(=O)c1ccc(NC(=O)CSc2n[nH]c(N)n2)cc1	0%
CCCCc1n[nH]c(=S)n1Cc1ccc(C)cc1	-2%

By substructure: those above containing two or more sulfur atoms.
SMILES	ERK EGF inh
O=S(=O)(Nc1ncnc2scc(-c3ccc(F)cc3)c12)c1cc(F)ccc1F	-9%[57.5 µM]
CCOC(=O)C1CN(S(=O)(=O)c2ccc(Cl)cc2)c2cc(S(=O)(=O)CC)ccc2O1 (stereo not drawn)	6%
CC(=O)c1ccc(S(=O)(=O)Nc2ccc(-c3cn4c(n3)SCC4)cc2)cc1	0%

Following part:
SMILES	ERK EGF inh
Cc1ccc(OCC(=O)N2N=C(c3ccncc3)CC2(O)C(F)(F)F)cc1C (stereo not drawn)	-18%[57.5 µM]
O=C(CSc1ccc(-c2ccco2)nn1)NCc1ccccc1	-1%
CC(C)CC1(C)NC(=O)N(Cc2cc([N+](=O)[O-])cc3c2OCOC3)C1=O (stereo not drawn)	-7%[57.5 µM]
CC1CCCCN1S(=O)(=O)c1ccc(C(=O)Nc2nnc(-c3ccccn3)o2)cc1 (stereo not drawn)	-4%
O=S(=O)(c1ccccc1)N1CCN=C1SCc1ccc(Cl)c(Cl)c1	1%
N#CC1=C2SC=C(c3ccc(Br)cc3)N2CCCC1=O	-3%
COC(=O)C1C(C(=O)OC)C1(c1ccccc1)c1ccccc1 (stereo not drawn)	6%[57.5 µM]
COc1ccc(N(C(=O)CNC(=O)c2cccs2)C(C(=O)NCC2CCCO2)c2ccc(OC)c(OC)c2)cc1 (stereo not drawn)	-6%
Cc1ccc(CNC(=O)CC2Nc3c4ccccc4nc(=S)n3C2=O)cc1 (stereo not drawn)	4%
COc1cccc(Nc2ncc3nc(-c4ccc(F)cc4)c(=O)n(CCC#N)c3n2)c1	3%
COc1ccc(NC(=O)c2cc(F)c(F)cc2Cl)cc1Cl	0%[57.5 µM]
COc1ccc(C(NC(=O)/C=C/c2ccco2)c2ccc(OC)c(OC)c2)cc1OC	-3%
O=C(Nc1ccc(Oc2ccc(NC(=O)Nc3ccccc3Cl)cc2)cc1)Nc1ccccc1Cl	-2%[57.5 µM]
CCN(CC)S(=O)(=O)c1ccc(Cl)c(NC(=O)COC(=O)/C=C/c2ccc(O)c(OC)c2)c1	0%
CCCCN=C1NN=C(c2ccc3c(c2)OCCO3)CS1	3%
Cc1cc(-c2c(C(=O)N3CCOCC3)c(C)nn2-c2cccc(C(F)(F)F)c2)no1	-9%[57.5 µM]
COc1cc(NC(=O)CN2CCN(c3ccccc3)CC2)c(C)cc1[N+](=O)[O-]	-1%
COc1ccc(NC(=O)C2CC(=O)N=C(N)S2)cc1 (stereo not drawn)	17%
COc1ccc(-n2c(=S)[nH]c3cc(C(=O)Nc4cc(OC)c(OC)c(OC)c4)ccc3c2=O)c(OC)c1	11%
COc1ccc(/C=N/NC(=O)c2cccc(Br)c2)cc1COc1ccccn1	?
Cc1cc2cc(C)c(NCCNC(=O)c3cccs3)nc2cc1C	5%
O=C(CSc1nncs1)NC1CCCc2ccccc21 (stereo not drawn)	-7%
CCOC(=O)C1(Cc2ccc(Cl)cc2)CCN(Cc2ccon2)CC1	-4%
Cc1cc(/C=C2\C(=N)N3N=C(C(C)C)SC3=NC2=O)c(C)n1Cc1ccccc1	-6%[57.5 µM]
NS(=O)(=O)c1ccc(NC(=O)COC(=O)CCc2c[nH]c3ccccc23)cc1	-8%

Structures above containing an NH in an aromatic ring (eight):
SMILES	ERK EGF inh
CCOC(=O)c1ccc(NC(=O)CSc2nc3ncccc3[nH]2)cc1	-3%
Cc1nnc(SCc2ccc([N+](=O)[O-])cc2)[nH]c1=O	-10%
S=c1[nH]cc(-c2ccc(Cl)cc2)n1-c1ccccc1	1%
CCCCN(CC)S(=O)(=O)c1c(C)[nH]c(=O)[nH]c1=O	-2%
COc1ccccc1NC(=O)c1ccc(NC(=O)CSc2n[nH]c(N)n2)cc1	0%
CCCCc1n[nH]c(=S)n1Cc1ccc(C)cc1	-2%
COc1ccc(-n2c(=S)[nH]c3cc(C(=O)Nc4cc(OC)c(OC)c(OC)c4)ccc3c2=O)c(OC)c1	11%
NS(=O)(=O)c1ccc(NC(=O)COC(=O)CCc2c[nH]c3ccccc23)cc1	-8%

(more compounds)
SMILES	ERK EGF inh
NC(=S)N/N=C/c1ncc(C(F)(F)F)cc1Cl	9%[57.5 µM]
C/C(=N\NC(=S)NC(C)C)c1ccc(Cl)s1	3%
CN(Cc1ccccc1)C(=O)CSc1cc(=O)n(C)c2ccccc12	-5%[57.5 µM]
O=C(/C=C/c1ccccc1)OCCCN=C1NS(=O)(=O)c2ccccc21	-13%
N#C/C(=C(\O)C(F)(F)F)c1nnc2n1CCCCC2	5%
COc1cc(NS(=O)(=O)c2ccc(NC(=O)/C=C/c3cccc([N+](=O)[O-])c3)cc2)ncn1	3%
Oc1ccccc1C1=NCCNC(C(F)(F)F)=C1	-6%
CC(C)OC(=O)CSc1nc(-c2ccc(F)cc2)cc(C(F)(F)F)n1	1%
COc1cc(OC)c(NC(=O)c2ccccc2F)cc1Cl	-4%
Cc1cccc(-n2ncc3c(N4CCOCC4)ncnc32)c1	-1%
COc1cc([N+](=O)[O-])cc(/C=N/NC(=O)C(C)Nc2cccc3ccccc23)c1O (stereo not drawn)	-4%
COc1ccc(N(C(=O)c2ccccc2)S(=O)(=O)c2cccs2)cc1	-4%
OCC1(CC2CCCCO2)CCN(Cc2ccccc2-c2ccco2)CC1 (stereo not drawn)	-6%[57.5 µM]
O=C(NNC(=S)NCc1ccccc1)c1ccccc1OC(F)F	9%
COC(=O)CNC(=O)C(CCSC)NC(C)=O (stereo not drawn)	-11%
COc1ccc(-c2nc(NC(=O)c3n[nH]c(=O)c4ccccc34)sc2C)cc1	2%
O=C1C2C3C=CC(CC3)C2C(=O)N1/N=C/c1ccc(O)c(O)c1 (stereo not drawn)	7%
Cn1cc(C(F)(F)F)nc1-c1ccc(OCC(O)CNCCOc2ccc(O)c(C(N)=O)c2)cc1 (stereo not drawn)	10%
COC(=O)c1sc(NC(=O)/C=C/c2ccc(C)o2)nc1C	-4%
CCOC(=O)c1cn2nc(Oc3ccc(OC)cc3)ccc2n1	0%[57.5 µM]
Oc1ccc(Cl)cc1-c1cc(-c2ccccc2Cl)[nH]n1	5%
c1ccc(Oc2ccc(-c3ccnc4nc(N5CCOCC5)nn34)cc2)cc1	-13%
O=c1oc2ccc3ccccc3c2cc1-c1nnc(-c2cccs2)o1	0%
Cc1cc(C)nc(-n2ncc3c2CC(c2cccc(Cl)c2)CC3=O)n1 (stereo not drawn)	3%
CC(OC(=O)c1ccc2c(=O)n3c(nc2c1)CCCCC3)C(N)=O (stereo not drawn)	-11%
Other structures:
SMILES	ERK EGF inh
COc1ccc(N2CCN(c3cc(C)c4ccc(C)cc4n3)CC2)cc1	4%
COc1ccc(CCN2C(=O)CN=C2Nc2ccc(F)cc2)cc1OC	-5%
CCn1c(=N)n(CC(O)c2cccs2)c2ccccc21 (stereo not drawn)	41%
CCOc1ccc(/C=C/C(=O)Nc2ccccc2C(F)(F)F)cc1	-7%
O=C(O)c1ccccc1SC1CC(=O)N(c2ccccc2)C1=O (stereo not drawn)	4%
CC(C)CC(NC(=O)c1cccc(Cl)c1)C(=O)O (stereo not drawn)	-9%[57.5 µM]
CC(=O)c1ccc(NC(=S)NCCc2ccccn2)cc1	-6%
CC(Nc1cccc2ccccc12)C(=O)N/N=C/c1ccc([N+](=O)[O-])cc1 (stereo not drawn)	-4%
COc1cccc(-c2nccc(NC3CCNCC3)n2)c1	19%
Cc1cccc2sc(N(CCCN(C)C)C(=O)c3ccco3)nc12	0%
C=CCOc1ccc(CNc2ccc3[nH]c(=O)[nH]c3c2)cc1OCC	-4%
COc1ccc(/C=C(\NC(=O)c2ccccc2)C(=O)OCC2CCCN3CCCCC23)cc1OC (stereo not drawn)	0%
Cc1cn(C2CC(N=[N+]=[N-])C(CO)O2)c(=O)[nH]c1=O (stereo not drawn)	6%
COc1ccc(C2=NN(C(=O)CN3CCOCC3)C(c3nc4ccccc4[nH]3)C2)cc1 (stereo not drawn)	-5%
CNC(=S)N/N=C(\C)c1ccc2c(c1)OCO2	-2%
O=C(N/N=C/c1cc([N+](=O)[O-])c(N2CCOCC2)cc1N1CCOCC1)c1cccnc1	-4%
O=C1CCC(c2ccccc2)(c2ccccc2)CC1	10%[57.5 µM]
O=C(Oc1ccccc1)c1cccc2cccc(C(=O)Oc3ccccc3)c12	0%[57.5 µM]
